Compound activity as filed in PubChem.
D2 potentiator: positive allosteric modulators of human D2 dopamine receptor; P14416; HEK293 T-REx D2, calcium flux, EC20 dopamine potentiation; potentiation, % at 10 µM; actives 0.34% (n = 340,000); AID 485347;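 active means potentiation over 3 SD above the plate norm, cut at about 30% in these data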; further: 0% is about no effect
Target sequence (P14416 whole entry, looked up): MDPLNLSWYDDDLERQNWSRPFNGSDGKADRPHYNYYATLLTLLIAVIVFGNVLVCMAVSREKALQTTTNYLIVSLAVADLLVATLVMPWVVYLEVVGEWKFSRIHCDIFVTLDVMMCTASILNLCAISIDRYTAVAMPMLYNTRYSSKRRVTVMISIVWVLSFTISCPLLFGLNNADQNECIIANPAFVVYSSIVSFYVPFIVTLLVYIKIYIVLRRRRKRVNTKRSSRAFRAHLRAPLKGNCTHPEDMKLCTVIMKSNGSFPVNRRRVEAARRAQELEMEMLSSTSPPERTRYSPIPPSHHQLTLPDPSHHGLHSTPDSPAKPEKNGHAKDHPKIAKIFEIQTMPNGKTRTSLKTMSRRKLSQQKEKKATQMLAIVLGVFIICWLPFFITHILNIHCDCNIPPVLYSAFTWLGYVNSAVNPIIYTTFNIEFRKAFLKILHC
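Calcium flux readout, no-wash dye, 1 read/s. Inducible HEK293 Trex D2 line, overnight 30 C. Compound alone 180 s (agonist flags), then EC20 dopamine, another 180 s to score potentiation.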
D1 potentiator: enhances dopamine response at the human D1 receptor; potentiation, % at 10 µM; HEK293 TREx D1 cells, calcium flux, dopamine EC20 potentiation; AID 504651; P21728; actives 0.036% (n = 360,000); in the data active means potentiation above about 30%; further: 0% is about no effect
D1 antagonist: antagonists of human D1 dopamine receptor; HEK293 TREx D1 cells, calcium flux, dopamine EC80; stronger effect = lower value; activity change, negative = inhibition, % at 10 µM; actives 3.2% (n = 360,000); AID 504652; in the data active means activity change below about -30%; further: on the % scale 0 is the no-effect control and ±100 the full control effect
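Antagonism measured as reduced calcium response to an EC80 dopamine addition following 180 s compound pre-read; cells were inducible HEK293 Trex D1 plated overnight at 30 C, read kinetically at 1 cycle/sec.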
D2 ag: D2 dopamine receptor (human) agonism. P14416. HEK293 T-REx D2 cells, calcium flux agonist mode. activation, % at 2 µM. actives 0.53% (n = 340,000). AID 485358;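 active means activation over 3 SD above normal in the single-dose calcium agonist read, cut at about 30% in these data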; further: 0% is about no effect
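In this primary screen, compounds producing a positive calcium signal within 180 s of addition to tetracycline-induced, force-coupled HEK293 Trex D2 cells are flagged; cells are dye-loaded with a no-wash calcium kit beforehand.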
D1 agonist: agonists of human D1 dopamine receptor; activation, % at 2 µM; HEK293 T-REx D1 cells, calcium flux, agonist mode; actives 1% (n = 360,000); in the data active means activation above about 30%; further: 0% is about no effect
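Tetracycline-induced HEK293 TREx D1 cells, force-coupled to calcium signalling, were dye-loaded with a no-wash calcium kit. Compound was pin-added after a 10 s baseline. Fluorescence was read kinetically at 1 cycle/s for 180 s, with calcium rises flagged as agonism.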
RXFP1 ag: RXFP1 (human) receptor agonism. Q9HBX9. HEK293T-RXFP1 cAMP TR-FRET, 30 min; response scale: percent of porcine relaxin response, buffer zero. Potency, µM (top dose mostly 57.5 µM), without a hit: at the highest dose activation, usual class: activators. actives 0.3% (n = 370,000); active means well fitted activation curve with a large enough effect; further: potency means the concentration at half of the fitted maximal effect; on the % scale 0 is the no-effect control and ±100 the full control effect; nearly all actives have a fitted effect of over 60% in size; many of its hits are not listed in these tables
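cAMP rise read by TR-FRET after 30 min, 37C compound exposure (up to 58 uM) in RXFP1-transfected HEK293 cells with Ro 20174 present. EC50 from Hill-equation fits, with 29 nM porcine relaxin as 100% and buffer as basal.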
RXFP1 antagonist: blocks the human relaxin receptor RXFP1; Q9HBX9; HEK293-RXFP1, relaxin-stimulated cAMP HTRF, 30 min; stronger effect = lower value; activity change, negative = inhibition, % at 57.5 µM; actives 0.59% (n = 350,000); AID 1259400;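 active means activity change of -60% or lower, but not beyond a set lower limit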; further: on the % scale 0 is the no-effect control and ±100 the full control effect
D2 antag: antagonizes the human D2 dopamine receptor; actives 2% (n = 340,000); P14416; inhibition, % at 10 µM; AID 485344; HEK293 TREx D2 cells, calcium flux, dopamine EC80; in the data active means inhibition above about 30%; further: 0% is about no effect
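Tetracycline-induced HEK293 TREx cells expressing D2 receptor forced-coupled to calcium signalling, loaded with no-wash calcium dye. Compounds added and calcium flux read 180 s, then dopamine added at EC80 and read a further 180 s.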
TRHR enhancer: TRH receptor (human) allosteric enhancement; P34981; TRHR cells, fluo-8 calcium fluorescence, EC20 TRH enhancement; enhancement, % at 2 µM; actives 0.66% (n = 360,000); AID 493056; in the data active means enhancement above about 30%; further: 0% is about no effect
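TRHR-expressing cells loaded with fluo-8 calcium dye were read kinetically (ex 480/em 530) during compound addition, then stimulated with an EC20 of TRH (10 nM final). Enhancement of the Gq-mediated intracellular calcium response was scored.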
An asterisk follows results filed as active; x = no result given. Some of the compounds tested; count on the stated rates, not on these rows.

nr | canonical_smiles | D2 potentiator | D1 potentiator | D1 antagonist | D2 ag | D1 agonist
1 | O=C(NC(CO)Cc1ccc([N+](=O)[O-])cc1)C(Cl)Cl (stereo not drawn) | x | 3 | -10 | x | 0
2 | COc1ccccc1C1=NC(c2ccccc2)CN1c1ccccc1 (stereo not drawn) | -9 | 4 | 8 | 0.0 | 1
3 | Cc1ccc2cc(C)c(Sc3nnnn3-c3ccccc3)nc2c1 | 11 | -7 | -10 | 0.8 | 2
4 | CC1CCc2cc(F)ccc2N1C(=O)c1cccnc1 (stereo not drawn) | 6 | 9 | 3 | 2.4 | 1
5 | COc1cc2cnc(-c3ccccc3)c(C(=O)c3ccc(F)cc3)c2cc1OC | 5 | 2 | x | -0.5 | -1
6 | COc1ccc(N2C(=O)CCC(C(=O)O)C2c2ccc(F)cc2)cc1 (stereo not drawn) | -1 | -3 | -12 | 0.4 | 1
7 | CCOC(=O)c1c(C)[nH]c(C(=O)OCC(=O)N2CCN(S(=O)(=O)c3ccccc3)CC2)c1C | -7 | 1 | 0 | -0.3 | 0
8 | Cc1ccnc(NC(=O)CNC(=O)C23CC4CC(CC(C4)C2)C3)c1 | 3 | -2 | 1 | -0.1 | 2
9 | O=S(=O)(Nc1nc2ccc(Cl)cc2s1)c1cccs1 | 6 | -6 | -9 | -0.7 | 0
10 | O=C(Cn1ccc2cc(S(=O)(=O)N3CCCCC3)ccc21)NCc1cccc(Cl)c1 | 2 | 0 | 7 | 0.9 | 8

nr | RXFP1 ag | RXFP1 antagonist | D2 antag | TRHR enhancer
1 | -1.5% | -3 | x | -3
2 | 21% | -4 | -2 | -2
3 | 6.4% | x | 0 | -1
4 | -0.7% | 0 | -1 | 28
5 | 2.7% | x | -7 | -2
6 | 2.4% | 2 | 7 | -6
7 | -1.4% | 8 | 16 | -5
8 | 0.7% | -10 | -16 | -3
9 | 0.0% | -27 | -5 | 1
10 | 1.0% | -4 | x | 2

An excerpt from above in order of formula weight, smallest number first:
nr | canonical_smiles | D2 potentiator | D1 potentiator | D1 antagonist | D2 ag | D1 agonist
9 | O=S(=O)(Nc1nc2ccc(Cl)cc2s1)c1cccs1 | 6 | -6 | -9 | -0.7 | 0
6 | COc1ccc(N2C(=O)CCC(C(=O)O)C2c2ccc(F)cc2)cc1 (stereo not drawn) | -1 | -3 | -12 | 0.4 | 1
5 | COc1cc2cnc(-c3ccccc3)c(C(=O)c3ccc(F)cc3)c2cc1OC | 5 | 2 | x | -0.5 | -1

nr | RXFP1 ag | RXFP1 antagonist | D2 antag | TRHR enhancer
9 | 0.0% | -27 | -5 | 1
6 | 2.4% | 2 | 7 | -6
5 | 2.7% | x | -7 | -2

Sorted by the number under D2 potentiator (falling): some entries from above
nr	structure	D2 potentiator
3	Cc1ccc2cc(C)c(Sc3nnnn3-c3ccccc3)nc2c1	11
4	CC1CCc2cc(F)ccc2N1C(=O)c1cccnc1 (stereo not drawn)	6
7	CCOC(=O)c1c(C)[nH]c(C(=O)OCC(=O)N2CCN(S(=O)(=O)c3ccccc3)CC2)c1C	-7
2	COc1ccccc1C1=NC(c2ccccc2)CN1c1ccccc1 (stereo not drawn)	-9

New compounds follow:
nr | canonical_smiles | D2 potentiator | D1 potentiator | D1 antagonist | D2 ag | D1 agonist
11 | O=C(Nc1nnc(SCc2ccc(F)cc2)s1)C1Cc2ccccc2CN1C(=O)c1ccco1 (stereo not drawn) | 0 | 4 | -14 | 0.2 | 3
12 | Cc1ccc(Cl)c(OCC(=O)NC2CCN(Cc3ccccc3)CC2)c1 | -15 | -2 | -10 | 0.5 | -1
13 | CCOc1ccc(N2C(=O)/C(=C/c3cccs3)N(CC(=O)OC)C2=S)cc1 | 17 | -3 | -11 | 0.6 | 3
14 | COc1cc(C2C(C(=O)Nc3ccc(F)cc3)=C(C)Nc3nc(CCCO)nn32)cc(OC)c1OC (stereo not drawn) | -5 | x | 10 | -1.0 | 4
15 | COc1ccc(CNC(=O)COc2ccc(Br)c(C)c2)cc1 | 1 | -6 | -17 | -0.4 | 5
16 | CC12C(=O)N(Cc3ccccc3)C(=O)C1C1C=CC2C1 (stereo not drawn) | 8 | 2 | 8 | 0.3 | 0

nr | RXFP1 ag | RXFP1 antagonist | D2 antag | TRHR enhancer
11 | 0.2% | -64* | -14 | 0
12 | -1.0% | 7 | 6 | 6
13 | -1.5% | 1 | -11 | 12
14 | -0.1% | -9 | 29 | 7
15 | 4.8% | -7 | 6 | 8
16 | 3.0% | -3 | 4 | 8
